# Source: PubChem
# Akt phos inh – HTS Assay for Inhibitors of Akt Phophorylation: Primary Screen; Neuro2A IGF-stimulated pAkt S473 HTRF, 20 min; stronger effect = lower value; activity change, % for hits at 50 µM; hit rate 0.32% among 360,000; in the data active means activity change below about -80%; inconclusive means mostly about -51% to -80%; further: on the % scale 0 is the no-effect control and ±100 the full control effect
#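 Neuro2A cells in DMEM with 0.5% FBS, overnight at 37 deg C, given compound at single 50 µM final, then IGF (6 nM final) for 20 min at 37 deg C. Lysed; phospho-Akt Ser473 by HTRF after 24 h, 665/615 ratio.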
# FUS yeast rescue – qHTS for Suppressors of FUS Proteinopathy: Primary screen using FUS-linked yeast assay. S. cerevisiae FUS-expressing, growth rescue, OD600, 24 h. Potency, µM (doses to about 76.6 µM), inactives show at the highest dose growth rescue (activation), usual class: activators. AID 1347120, 2019. hit rate 0.24% among 390,000;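 further: potency means the concentration at half of the fitted maximal effect; plate controls were DMSO vehicle for no effect and reference control for full effect; nearly all actives have a fitted effect of over 55% in size; some results filed as inactive show a strong effect at the top dose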
#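 Restored growth of FUS-toxic S. cerevisiae, read as 600 nm absorbance after 24 h at 30C in galactose medium (starting OD 0.005). Controls CP55940 and DMSO.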
# GLP-1R inv ag – qHTS of GLP-1 Receptor Inverse Agonists (Inhibition Mode); HEK293 GLP-1R CRE-luciferase, luminescence, 24 h; GLP-1R form is constitutively active; AID 624417, 2012; Glucagon-like peptide 1 receptor (Homo sapiens), P43220; Potency, µM (top dose mostly 38.3 µM), for inactives: at the highest dose activity change, negative = inhibition, hits mostly inhibitors; hit rate 1.6% among 410,000; further: potency means the concentration at half of the fitted maximal effect; on the % scale 0 is the no-effect control and ±100 the full control effect; nearly all actives have a fitted effect of over 55% in size
# Target sequence (P43220 whole entry, looked up): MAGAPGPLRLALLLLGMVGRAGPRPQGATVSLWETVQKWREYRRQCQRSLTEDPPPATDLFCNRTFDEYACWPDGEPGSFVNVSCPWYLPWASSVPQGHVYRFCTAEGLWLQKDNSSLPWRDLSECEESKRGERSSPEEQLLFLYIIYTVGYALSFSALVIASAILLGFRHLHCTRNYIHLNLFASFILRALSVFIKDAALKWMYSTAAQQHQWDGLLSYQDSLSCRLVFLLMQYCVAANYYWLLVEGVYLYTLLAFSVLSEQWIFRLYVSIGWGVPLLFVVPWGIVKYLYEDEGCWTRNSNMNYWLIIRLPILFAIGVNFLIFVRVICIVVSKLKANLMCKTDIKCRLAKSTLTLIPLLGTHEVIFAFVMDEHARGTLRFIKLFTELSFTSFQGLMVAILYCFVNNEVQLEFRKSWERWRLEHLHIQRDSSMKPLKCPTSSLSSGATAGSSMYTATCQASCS
#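 Cells are plated, allowed 12 hours at 37 deg C, then treated with compounds for 24 hr before luciferase detection reagent is added and luminescence is read after 12 min at room temperature. The HEK293 line carries constitutively active GLP-1R with a cAMP-responsive reporter.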
# TDP43 rescue – qHTS of TDP-43 Inhibitors | TDP-43 expressing yeast growth rescue, BacTiter-Glo, 24 h | Potency, µM (doses to about 46.1 µM), inactives show at the top dose growth rescue (activation), most hits filed as activators | hit rate 1.8% among 410,000 | AID 652104, 2013; further: potency means the concentration at half of the fitted maximal effect; % of control where 0% means no effect; nearly all actives have a fitted effect of over 50% in size
#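 Luminescence from BacTiter-Glo reports growth of TDP-43-expressing yeast after 24 hr at 30 deg C with compound. Cells were raffinose-pregrown to mid-log, then seeded in galactose medium at OD600=0.02.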
# Mm-Cpn inhibitor – Inhibitors of TCP-1 ring complex (TRiC) of Methanococcus maripaludis (MmCpn): qHTS; Chaperonin Mm-Cpn (Methanococcus maripaludis); purified Mm-Cpn ATPase, ADP Transcreener TR-FRET; hit rate 0.031% among 330,000; Potency, µM (series often up to 76.9 µM), for the others: at the top dose activity, negative = inhibition, actives largely listed as inhibitors; further: potency means the concentration at half of the fitted maximal effect; on the % scale 0 is the no-effect control and ±100 the full control effect; nearly all actives have a fitted effect of over 80% in size
#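 ATP (10 uM final) was added to archaeal chaperonin (25 nM final) after 10 min exposure to test compound at 37°C; after 30 min further incubation, ADP was detected by competitive TR-FRET.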
# PTHR1 ag – qHTS for PTHR1 Agonists: Primary Screen | Potency, µM (titrated, usually from 115 µM), for inactives: at the top dose activation, usual class: activators | HEK293 GP2 PTHR1 cells, GloSensor cAMP luminescence, 1 h | hit rate 0.075% among 410,000 | Parathyroid hormone/parathyroid hormone-related peptide receptor (Homo sapiens), Q03431; further: potency means the concentration at half of the fitted maximal effect; nearly all actives have a fitted effect of over 55% in size; some results filed as inactive show a strong effect at the top dose; inactives centre near -15; many of its hits are not listed in these tables
# Target sequence (Q03431 whole entry, looked up): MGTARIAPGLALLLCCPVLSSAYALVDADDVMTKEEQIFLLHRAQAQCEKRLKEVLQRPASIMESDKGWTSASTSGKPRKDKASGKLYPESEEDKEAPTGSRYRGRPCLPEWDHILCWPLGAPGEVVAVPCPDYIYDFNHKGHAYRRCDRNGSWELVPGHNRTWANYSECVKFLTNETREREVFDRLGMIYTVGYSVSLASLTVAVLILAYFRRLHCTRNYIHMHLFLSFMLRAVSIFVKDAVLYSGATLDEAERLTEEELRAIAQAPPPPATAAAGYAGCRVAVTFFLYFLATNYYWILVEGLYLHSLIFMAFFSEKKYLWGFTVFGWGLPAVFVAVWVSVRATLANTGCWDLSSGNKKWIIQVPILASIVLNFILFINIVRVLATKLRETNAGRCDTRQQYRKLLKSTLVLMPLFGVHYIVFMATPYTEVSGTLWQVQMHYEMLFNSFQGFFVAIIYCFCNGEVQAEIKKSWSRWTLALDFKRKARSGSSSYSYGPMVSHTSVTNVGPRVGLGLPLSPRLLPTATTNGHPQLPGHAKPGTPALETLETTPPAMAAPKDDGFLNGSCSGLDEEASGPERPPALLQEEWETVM
#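 HEK-293-derived GP2 cells expressing PTHR1 and a GloSensor cAMP reporter, 3,000/well, plated overnight, given luciferin plus IBMX (each 0.5 mM as added) for 1 h at 37 °C, then compound for 1 h at 37 °C. Luminescence was read after 15 min at room temperature.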
# GLP1R cytotox – qHTS of GLP-1 Receptor Inverse Agonists: Cytotox Screen; AID 624418, 2012; hit rate 0.13% among 410,000; Potency, µM (highest dose often 38.3 µM), inactives show at the top dose activity change, negative = inhibition, hits mostly inhibitors; HEK293 cAMP-luciferase reporter cells, luminescence, 24 h;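 further: loss of luciferase light is scored as toxicity; potency means the concentration at half of the fitted maximal effect; on the % scale 0 is the no-effect control and ±100 the full control effect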
#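 Compound-treated cells are incubated 24 hr at 37 deg C under 5% CO2 after a 12 hour attachment period, then luciferase detection reagent is added and luminescence is measured following 12 min at room temperature; lowered signal indicates toxicity.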
# Abeta yeast res – qHTS for compounds that reverse cellular toxicity of Amyloid beta (A-beta) peptide in yeast: Primary Screen; yeast expressing A-beta42, growth rescue, OD600, 48 h; response scale: 0% DMSO, 100% iron-clioquinol control; Potency, µM (titrated, usually from 46.1 µM), for the others: top-dose growth rescue, most hits filed as activators; hit rate 0.063% among 410,000; AID 1347071, 2019; further: potency means the concentration at half of the fitted maximal effect; nearly all actives have a fitted effect of over 55% in size
#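 Growth rescue measured by 600 nm absorbance after 48 h yeast culture at 30 C with compound. Values normalized between DMSO and an equimolar ferric chloride plus clioquinol control.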
# aSyn rescue – qHTS of alpha-syn Inhibitors. AID 652106, 2013. Yeast expressing alpha-synuclein, growth rescue, BacTiter-Glo, 24 h. hit rate 0.14% among 370,000. Potency, µM (doses to about 46.1 µM), for inactives: at the top dose growth rescue (activation), usual class: activators; further: potency means the concentration at half of the fitted maximal effect; % of control where 0% means no effect; nearly all actives have a fitted effect of over 65% in size
#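 Readout is rescue of growth in alpha-synuclein-expressing yeast, so inhibitors of toxicity appear as activators. Growth after 24 hr at 30 deg C in galactose medium is quantified by luminescence.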
# An asterisk follows results filed as active; i = inactive; ? = inconclusive; . = not tested or not shown; [ ] = another dose, or the depositor's remark. Unless noted, the call rests on the fitted dose curve; in most records, active means well fitted curve in the direction sought with a large enough effect; inconclusive means small, poorly fitted or top-dose-only effect, or another doubt; inactive means no such curve, though single readings can be large; an effect the other way counts as inactive or inconclusive. Only part of the results is shown; rates above refer to the full screens.
SMILES,Akt phos inh,FUS yeast rescue,GLP-1R inv ag,TDP43 rescue,Mm-Cpn inhibitor,PTHR1 ag,GLP1R cytotox,Abeta yeast res,aSyn rescue
COc1ccc(Cl)cc1C(=O)NNC(=O)C1CCCO1 (configuration not stated),i,15%,57%[activator],-14%,-1%,i,-3%,-4%,-6%
CC1CCN(CCCn2c(SCC(=O)NC3CCCC3)nc3ccccc3c2=O)CC1,i,1%,-20%,-4%,-4%,i,-9%,-1%,0%
O=C(OCC(=O)N1CCOCC1)c1cncc(Br)c1,i,-55%,1%,12%,.,-16%,4%,3%,0%
COC(=O)Cc1c(O)ccn(CCc2ccc(OC)c(OC)c2)c1=O,i,-2%,5%,10%,-2%,i,15%,-17%,-2%
C(=NC12CN3CN(CN(C3)C1)C2)c1ccc2c(c1)OCO2,i,-7%,0%,-20%,0%,-6%[57.5 µM],-3%,4%,-1%
Cc1ccc(-c2nnc(NCc3nc4ccccc4[nH]3)c3ccccc23)cc1S(=O)(=O)N1CCCCC1,i,17%,12%,5%,?,-16%,-6%,-5%,-9%
O=C(O)c1ccc2c(c1)N(Cc1cccc(F)c1)C(=O)CS2,i,-22%,-2%,17%,1%,5%,-17%,5%,8%
COc1ccc(OC)c(N(CCN2C(=O)c3ccccc3C2=O)C(=O)CCl)c1,i,5%,?,24%,.,-9%,-6%,3%,-1%
CCOc1ccc(CCNC(=O)C2CCCN(S(=O)(=O)N3CCOCC3)C2)cc1OCC (configuration not stated),i,-12%,7%,9%,-1%,-16%,-4%,-26%,0%
COc1cc(S(=O)(=O)N2CCN=C2c2ccccc2)c(OC)cc1Cl,i,0%,16%,-4%,1%,i,0%,-8%,0%
Cc1ccc(C(=O)Oc2coc(CSc3nnc(NC(=O)C4CC4)s3)cc2=O)cc1,i,-2%,-17%,-4%,-4%,-25%,3%,-4%,0%
CCOc1ccccc1N(CC(=O)OC)S(=O)(=O)c1ccccc1,i,17%,0%,13%,-5%,-17%[57.5 µM],0%,9%,0%
COc1cccc(-c2cc(C(=O)NCC3CCCO3)c3cc(C)cc(C)c3n2)c1 (configuration not stated),i,.,?,4%,-1%,i,1%,-5%,3%
Cc1nnc(C)n1/N=C/C=C/c1ccccc1,i,-11%,17%,0%,-1%,i,25%,15%,2%
COc1ccccc1NC(=O)C(C)OC(=O)C1CCC(C(C)(C)C)CC1 (configuration not stated),i,13%,?,2%,0%,-29%,12%,16%,-7%
COc1cc(NC(=O)N2CCNC2=O)cc(C(=O)Nc2cccc(C(F)(F)F)c2)c1,i,-16%,?,0%,0%,i,?,-12%,-1%
Clc1ccc(SCCOCCN2CCOCC2)cc1,i,-20%,-3%,-7%,-4%,i,2%,-22%,-1%
O=c1cc(C(F)(F)F)nc(-c2ccccc2)[nH]1,.,10%,0%,-23%,0%,-3%[57.5 µM],-9%,2%,-1%
O=C(COC(=O)C1CCCCC1C(=O)N1CCc2ccccc21)NCc1ccco1 (configuration not stated),i,16%,?,11%,1%,-2%[57.5 µM],-7%,5%,-3%
C=CCNC(=O)c1ccc(CNS(=O)(=O)c2ccc(NC(C)=O)cc2)cc1,i,19%,8%,-27%,-1%,i,4%,5%,-4%
COc1ccc(N(C(=O)c2ccc(OC)c(OC)c2)S(=O)(=O)c2ccc(Cl)cc2)cc1,.,35%,?,7%,.,i,-28%,-4%,.
CSc1ccc(Cl)c(C(=O)OCC(=O)NCC(C)C)c1,i,16%,1%,14µM*,-5%,i,-17%,20%,0%
COc1ccc(S(=O)(=O)NC2CCN(Cc3ccccc3)CC2)cc1NC(C)=O,i,-7%,2%,12%,-4%,-29%,5%,3%,2%
NC1=NS(=O)(=O)NC1c1cccc(F)c1 (configuration not stated),i,-16%,3%,-12%[9.22 µM],0%,i,-4%,-2%,-1%
CS(=O)(=O)N(CC(=O)N1CCN(c2ccccc2)CC1)c1cc(C(F)(F)F)ccc1Cl,.,42%,-36%,-25%,0%,i,-2%,4%,6%

# Going on with the list.
SMILES,Akt phos inh,FUS yeast rescue,GLP-1R inv ag,TDP43 rescue,Mm-Cpn inhibitor,PTHR1 ag,GLP1R cytotox,Abeta yeast res,aSyn rescue
Cc1ccc(C(=O)CCC(=O)OCC(=O)Nc2ccccc2SCC#N)cc1,i,25%,7%,12%,3%,-17%,-21%,-14%,3%
O=C(Nc1ccc2oc(-c3cccc4c(Br)cccc34)nc2c1)c1ccc(Br)cc1,.,3%,8%,18%,.,-8%,13%,-8%,.
CC1CCCN(CCS(=O)(=O)c2ccccc2)C1 (configuration not stated),i,-11%,30%,-2%,.,-23%,-21%,11%,-6%
COC(=O)CN(Cc1ccco1)S(=O)(=O)c1ccccc1,i,15%,6%,-16%,0%,i,5%,-6%,-2%
CN(Cc1ccco1)C(=O)c1ccc2c(c1)N(Cc1ccccc1F)C(=O)c1ccccc1S2,.,?,?,3%,.,i,2%,-7%,.
O=C(Cn1c(=O)oc2ccccc21)NCc1ccc(Cl)cc1,.,-4%,-16%,9%,.,-15%,3%,-30%,.
COc1cc(C)c(S(=O)(=O)N2CCN=C2c2ccccc2)cc1C,i,.,39%[activator],-9%,-1%,-15%,0%,10%,-5%
CC(=O)NCc1ccc(C(=O)CN2C(=O)NC3(CCCCC3C)C2=O)s1 (configuration not stated),i,4%,5%,7%,0%,i,5%,3%,-1%
CCCCN1C(=O)c2ccc(C(=O)OCC(=O)N3CCN(c4ccccc4)CC3)cc2C1=O,i,-4%,0%,15%,-1%,-26%,-5%,-2%,7%
CCOC(=O)C1=C(C)N(C)C(C)=C(C(=O)OCC)C1c1ccccn1,i,13%,-6%,7%,2%,i,-12%,19%,1%
CCOC(=O)N1CCC(N2CCN(S(=O)(=O)c3ccc4ccccc4c3)CC2)CC1,i,21%,-18%,-15%,0%,-90%[inhibitor],1%,-28%,0%
COCCNc1c2c(c(C#N)c3nc4ccccc4n13)CCCC2,i,6%,-8%[7.66 µM],7%,2%,-5%,21%[7.66 µM],-10%,2%
CCNC(=O)C1(C)CCCN(C(=O)c2nc3ccccc3s2)C1 (configuration not stated),i,-23%,12%,0%,.,i,-1%,-2%,3%
Cc1noc(NS(=O)(=O)c2ccc(NC(=O)CCN3C(=O)c4ccccc4C3=O)cc2)c1C,i,-3%,-11%,-15%,1%,i,-1%,9%,6%
Clc1cccc(-c2nnc(CN3CCN(c4ccccn4)CC3)o2)c1,.,-19%,19%,21%,.,-6%,-20%,-5%,.
CCOC(=O)c1cc2occc2n1Cc1c(F)cccc1Cl,i,12%,?,6%,-1%,-1%,-3%,15%,5%
O=C(Nc1ccccc1C(=O)NC1CCCC1)NC1CCCC1,i,3%,3%,-5%,-1%,i,7%,0%,8%
CC1(C)CC(=O)C(C(O)c2ccc([N+](=O)[O-])cc2)C(C)(C)N1 (configuration not stated),i,-9%,?,-20%,-2%,i,15%,-14%,0%
COc1ccc(NC(=O)C(Sc2nnc3ccccn23)c2ccccc2)cc1Cl (configuration not stated),i,12%,12%,7%,-1%,i,17%,-7%,-8%
CN(C(=O)CSc1nnc(-c2ccccc2F)o1)c1ccccc1,i,19%,20%,18%,-2%,i,16%,6%,2%
CCS(=O)(=O)N1CCN(S(=O)(=O)c2ccc3c(c2)OCCO3)CC1,i,25%,-10%,-19%,4%,-13%,11%,0%,-2%
CC(C)C[C@@H](CNCC(=O)[C@H](Cc1ccccc1)NC(=O)c1[nH]cnc1C(=O)N[C@@H](C)CN)NC(=O)c1nc[nH]c1C(=O)N[C@@H](CC(=O)O)C(=O)O,i,5%,-64%,-5%,.,-11%,-23%,-8%,-4%
CCOC(=O)Cn1ccc(O)c(Cc2ccc(Cl)cc2Cl)c1=O,i,-11%,-6%,11%,1%,i,0%,18%,1%
CC(C)CCNC(=O)CSc1nc2ccccc2s1,i,-10%,-33%,23%,-2%,-9%,-4%,-11%,12%
CCOc1ccc(Nc2nc3ccccc3n2C)cc1,i,25%,3%,-14%,.,-22%,6%,-17%,-4%
Cc1nn(Cc2ccccc2)c(C)c1NC(=O)c1cc(C(C)C)on1,.,-2%,?,-9%,.,-13%,1%,-21%,.
O=C1CSC(c2cccnc2)N1CC1CC1 (configuration not stated),i,6%,16%,-10%,-4%,-9%,-5%,14%,-3%
CC1(C(=O)Nc2ccc3ccccc3c2)CCC(=O)N1CCc1c[nH]c2ccccc12 (configuration not stated),i,-17%,?,22%,.,-16%,-16%,-7%,?
Cc1ccsc1CNCC(O)c1ccccc1 (configuration not stated),i,-1%,26%,-15%[1.82 µM],0%,27%,12%,8%,0%

# Record cards (already shown):
# `CN(C(=O)CSc1nnc(-c2ccccc2F)o1)c1ccccc1` across the screens: Akt phos inh = i; FUS yeast rescue = 19%; GLP-1R inv ag = 20%; TDP43 rescue = 18%; Mm-Cpn inhibitor = -2%; PTHR1 ag = i; GLP1R cytotox = 16%; Abeta yeast res = 6%; aSyn rescue = 2%
# `CCOC(=O)c1cc2occc2n1Cc1c(F)cccc1Cl` across the screens: Akt phos inh = i; FUS yeast rescue = 12%; GLP-1R inv ag = ?; TDP43 rescue = 6%; Mm-Cpn inhibitor = -1%; PTHR1 ag = -1%; GLP1R cytotox = -3%; Abeta yeast res = 15%; aSyn rescue = 5%
